Source: PubChem
HIF act: HIF pathway transcriptional activation; U2OS HRE-luciferase reporter, luminescence; normalized: DMSO 0%, desferrioxamine 100%; activation, % at 7.5 µM (by protocol); 300,000 tested, 0.32% active; AID 1910;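 active means mean activation of at least 10% of the iron chelator positive control signal, with at least half of replicates also reaching 10%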
TRPC6 act: activates the mouse TRPC6 cation channel | Q61143 | AID 2550 | 310,000 tested, 0.13% active | B-score at 10 µM | HEK293-TRPC6 membrane potential dye fluorescence; active compounds read high;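 active means B-score of the integrated fluorescence ratio above library mean plus 3 SD, and starting fluorescence ratio within library mean plus 5 SD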;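 further: higher score means more depolarization so channel activation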
TRPC4 potent: allosterically enhances the mouse TRPC4 cation channel | Q9QUQ5 | HEK293 TRPC4beta/mu-opioid, DAMGO EC20, Fluo-4 Ca2+ flux; active compounds read high | B-score at 10 µM | 310,000 tested, 0.42% active | AID 2227;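 active means B-score of calcium response area above 5 SD of library B-scores, with initial fluorescence ratio within 5 SD of library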;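 further: B-score of integrated fluorescence ratio over time as area under calcium response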
PolyA inhibitor: inhibitors of polyadenylation in S. cerevisiae. calls only at 12 µM. S. cerevisiae SKY197-pL101 polyadenylation reporter, beta-gal luminescence; efflux-impaired pdr1/pdr3 knockout yeast; score 100 = 6 SD above DMSO. 300,000 tested, 0.02% active. AID 1875;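 active means lowest replicate activity score at least 50, where 100 means six control SD above control mean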;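 further: yeast exposed to compound for 9 h at 30 °C; higher score means more reporter readthrough which indicates perturbed polyadenylation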
TRPC4 block: TRPC4 (mouse) channel inhibition; Q9QUQ5; HEK293 TRPC4beta/mu-opioid, DAMGO-evoked Fluo4 calcium flux; active compounds read low; 300,000 tested, 0.39% active; B-score at 10 µM;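 active means B-score over 3 SD under the library average, no early fluorescence shift, positive overall ratio signal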
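Material: HEK293 cells with stable TRPC4beta plus mu-opioid receptor expression / Probe or stimulus: DAMGO in two steps, submaximal then maximal / Compound: single concentration per test compound / Technique: kinetic Fluo4 fluorescence imaging of calcium influx / Read-out: per-well B score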
MrgX1 agonist: human MrgX1 receptor agonism, primary screen | MrgX1-HEK293 cells, Fluo-4 calcium fluorescence, agonist mode; active compounds read high | AID 588627 | B-score at 10 µM | 310,000 tested, 0.44% active;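 active means calcium response B-score plate-corrected fluorescence ratio at least 3 library SD, with starting fluorescence B-score inside 5 SD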
Target sequence (Q96LB2 whole entry, looked up): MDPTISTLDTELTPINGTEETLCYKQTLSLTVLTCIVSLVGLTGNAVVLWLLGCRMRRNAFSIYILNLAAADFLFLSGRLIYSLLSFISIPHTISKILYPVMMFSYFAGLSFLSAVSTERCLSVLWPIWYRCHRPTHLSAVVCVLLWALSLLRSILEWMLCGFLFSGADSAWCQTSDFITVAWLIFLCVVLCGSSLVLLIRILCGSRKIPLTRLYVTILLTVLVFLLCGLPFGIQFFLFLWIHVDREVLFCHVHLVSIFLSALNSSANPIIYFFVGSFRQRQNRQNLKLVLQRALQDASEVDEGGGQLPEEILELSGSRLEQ
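times = overnight plating, then 30 min 37 °C plus 30 min room-temperature dye loading | assay system = stable human MrgX1 HEK293 cell line | input = fifteen thousand cells per well | signal = kinetic calcium dye fluorescence, Fluo-4 NW | dosing = compound delivered in addition one of three | read-out = B-scored fluorescence response ratio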
MrgX1 PAM: human MrgX1 positive allosteric modulation, primary screen; Q96LB2; MrgX1-HEK293, Fluo-4 calcium flux, FDSS; active compounds read high; B-score at 10 µM; 310,000 tested, 0.63% active; AID 588675;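 active means plate-corrected calcium response at least 3 library SD above typical, normal starting fluorescence, not activating the receptor alone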;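 further: compound read alongside a low EC10 to EC30 dose of BAM8-22 agonist; peak minus trough fluorescence over baseline measured at the second addition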
TRPC4 agonist: activators of mouse TRPC4 channel; Q9QUQ5; HEK293 TRPC4beta/mu-opioid, Fluo4 calcium fluorescence; active compounds read high; B-score at 10 µM; 310,000 tested, 0.49% active; AID 2237;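 active means B-score above 5 SD of library B-scores, and initial fluorescence ratio not above library mean plus 5 SD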;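 further: positive B-score marks a calcium rise read as TRPC4 activation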
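system = HEK293 cells stably co-expressing mouse TRPC4beta and mu-opioid receptor | schedule = Fluo4 dye loading 45 min at room temperature, 110 s recording | measure = B-scored integrated calcium fluorescence ratio | signal = Fluo4 calcium-sensitive dye fluorescence, kinetic, 1 Hz baseline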
MrgX1 antagonist: antagonists of human MrgX1 receptor; MRGX1-HEK293 calcium flux, Fluo-4, BAM8-22 antagonism; active compounds read low; B-score at 10 µM; 310,000 tested, 1.3% active;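 active means calcium-response B-score plate-corrected more than 3 library SD below zero, starting fluorescence within 5 deviations, no agonist response on first addition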;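 further: peak minus trough fluorescence over baseline after final BAM8-22 challenge near maximal dose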
AI-2 QS mod: modulators of Vibrio harveyi AI-2 quorum sensing system; 300,000 tested, 0.4% active; AID 2094; activity change, % at 7.5 µM; Vibrio harveyi JMH597 AI-2 luminescence/OD600 ratio, 9 h; active compounds read low; strain lacks LuxN and CqsS sensors; 0 = neutral-control median; in the data active means activity change below about -75%, passing the limit was not always enough;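 further: luminescence divided by OD600 gain over 9 h not by final OD600 alone; inactives centre near 13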
TRPC6 inh: blocks the mouse TRPC6 cation channel. Q61143. HEK293-TRPC6, membrane potential dye, ACh-evoked depolarization; active compounds read low. B-score at 10 µM. 310,000 tested, 1.1% active. AID 2553;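 active means B-score under library mean minus 3 SD, initial fluorescence not abnormally high, positive integrated signal ratio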;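 further: B-score derived from integrated fluorescence ratio over the kinetic read; more negative B-score means stronger inhibition of depolarization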
Active calls of the source: *; i = inactive; . = no result given. These rows are one share of the data; count on the stated rates, not on these rows.

Every second line gives: HIF act | TRPC6 act | TRPC4 potent | PolyA inhibitor | TRPC4 block | MrgX1 agonist | MrgX1 PAM | TRPC4 agonist | MrgX1 antagonist | AI-2 QS mod | TRPC6 inh
CC1CN(c2cnn(C(C)C)c(=O)c2Cl)CC(C)O1 (configuration not stated)
    0.1 | i | i | i | i | i | i | i | i | 11 | i
OCC(O)CNC(=S)NC1CCCCC1 (configuration not stated)
    0.0 | i | i | . | i | i | i | i | i | 22 | i
CC(=O)c1sc(NS(=O)(=O)c2ccc(C)cc2)nc1C
    0.1 | i | i | i | i | i | i | i | i | 37 | i
Cn1c(=O)oc2cc(S(=O)(=O)Nc3ccccc3)ccc21
    -0.6 | i | i | i | i | i | i | i | i | 16 | i
Cc1ccc2c(c1)C1(SCCS1)C(=O)N2
    -0.4 | i | i | i | i | i | i | i | i | 21 | i
Cc1ccc(NC(=O)CN2c3cccc4cccc(c34)S2(=O)=O)cc1S(=O)(=O)N1CCOCC1
    -0.1 | i | i | i | i | i | i | i | i | 20 | i
O=C(CN1CCCCCC1)OCCN=C1NS(=O)(=O)c2ccccc21
    -0.1 | i | i | i | i | i | i | i | i | 41 | i
CCCCc1nc(N2CCOCC2)c(C#N)c2c1CCCC2
    -0.9 | i | i | i | -6* | i | i | i | i | 9 | i
O=C(O)CCCCCNS(=O)(=O)c1ccc2c3c(cccc13)C(=O)N2
    -0.7 | i | i | i | i | i | i | i | i | 14 | i
COc1ccccc1Nc1cc(C(=O)N2CCc3ccccc3C2)c2ccccc2n1
    0.1 | i | i | . | i | i | i | i | i | 11 | i
O=C(/C=C/c1ccccc1)c1ccc2c(c1)OCCCCO2
    3.9 | i | i | i | i | i | 16* | i | i | 26 | i
CN(C)/C=C1\N=C(c2ccc3c(c2)OCO3)OC1=O
    2.4 | i | i | i | i | i | i | i | i | 13 | i
O=C(Cc1cccs1)Nc1nnc(SCC(=O)NC2CCCCC2)s1
    -0.2 | i | i | i | i | i | i | i | i | 8 | i
Cc1cc(C)c(NC(=O)C(C)OC(=O)c2cc(Br)c(Br)s2)c(C)c1 (configuration not stated)
    0.2 | i | i | i | i | i | i | i | i | -2 | i
O=C(COC(=O)/C=C/c1ccco1)NCc1ccc2c(c1)OCO2
    0.0 | i | i | i | i | i | i | i | i | 21 | i
NNC(=O)c1cncn1-c1ccc(F)cc1
    1.1 | i | i | i | i | i | i | i | i | 14 | i
COc1ccc(NC(C)=O)cc1S(=O)(=O)NC(Cc1ccccc1)C(=O)O (configuration not stated)
    -0.7 | i | i | i | i | i | i | i | i | 24 | i
CCc1c(C)c(C#N)c2nc3ccccc3n2c1NCc1ccco1
    -0.3 | i | i | i | i | i | i | i | i | 16 | i
O=C(N/N=C/c1cn(-c2ccccc2)nc1-c1ccc2c(c1)OCCO2)c1ccncc1
    2.1 | i | i | i | i | i | i | i | i | 23 | i
CCn1nnnc1SCC(=O)N1c2ccccc2CCc2ccccc21
    1.9 | i | i | i | i | i | i | i | i | 38 | i
Cc1ccc(S(=O)(=O)NC(CC(C)C)C(=O)NCc2ccco2)cc1 (configuration not stated)
    0.3 | i | i | i | i | i | i | i | i | 0 | i
CCN(CC)C(=O)COc1c(-c2ccco2)oc2ccccc2c1=O
    -1.1 | i | i | i | i | i | i | i | i | 14 | i
CCCCc1cc(=O)oc2cc(C)cc(OCC(=O)NCc3cccnc3)c12
    -0.2 | i | i | i | i | i | i | i | i | 4 | i
COc1ccc(-c2cn(-c3ccc(C)cc3)c(=O)n2CC(=O)Nc2cccc(F)c2)cc1
    2.0 | i | i | i | i | i | i | i | i | 16 | i
Cc1ccc(C(=O)Nc2nnc(C)s2)o1
    . | i | i | i | i | i | i | i | i | 35 | i
CN(C)CCCN=Cc1c(-c2ccccc2)[nH]n(-c2nc3ccccc3s2)c1=O
    -1.4 | i | i | i | i | i | i | i | i | 11 | i
Cc1ccc(C(=O)Nc2ccc(S(=O)(=O)Nc3cnc4ccccc4n3)cc2)cc1
    0.9 | i | i | i | i | i | i | i | i | 9 | i
O=C(c1cccc(S(=O)(=O)N2CCCC2)c1)N1CCN(c2ccccc2)CC1
    0.6 | i | i | i | . | i | i | i | i | 11 | i
O=C(CN(Cc1ccc(Cl)cc1)C(=O)CN1C(=O)COc2ccccc21)NC1CCCC1
    -1.1 | i | i | i | i | i | i | i | i | -5 | i
CC(=O)c1c(C)[nH]c(C(=O)OCc2c(F)cccc2Cl)c1C
    1.1 | i | i | i | i | i | i | i | i | 8 | i
CCCc1nc(N)nc2c1C(=O)CC(C)(C)C2
    -0.5 | i | i | i | i | i | i | i | i | 10 | i
CCOc1ccccc1C1C(C#N)=C(N)SC(N)=C1C#N
    -0.4 | i | i | i | i | i | i | i | i | -1 | i
CCOCC(=O)N1CCN(c2ccc(F)cc2)CC1
    -0.3 | i | i | i | i | i | i | i | i | 2 | i
Cc1c(Cl)ccc2sc(NC(=O)c3ccco3)nc12
    4.6 | i | i | i | i | i | i | i | i | 6 | i
CCOC(=O)C(Sc1nnc2c3ccccc3n(CC)c2n1)C(=O)OCC
    0.0 | i | i | i | i | i | i | i | i | 11 | i
CCOc1ccc(/C=C2\C(=O)c3ccccc3OC2c2ccccc2)cc1 (configuration not stated)
    0.4 | i | i | i | i | i | i | i | i | 15 | i
COc1ccc(Cl)cc1NC(=O)NCCN1CCNC1=O
    0.1 | i | i | i | i | i | i | i | i | 14 | i
O=c1[nH]cc(NCCNc2ncc(C(F)(F)F)cc2Cl)c(=O)[nH]1
    0.1 | i | i | i | i | i | i | i | i | 19 | i
CC(=O)C1C(c2ccc(Br)cc2)c2c(noc2C)CC1(C)O (configuration not stated)
    -0.1 | i | i | i | i | i | i | i | i | -1 | i
Cc1cc(C)c(S(=O)(=O)NCc2cccnc2)c(C)c1
    2.3 | i | i | i | i | i | i | i | i | 8 | i
COc1ccccc1NC(=O)c1nnn(Cc2ccccc2)c1NC(=O)C(F)(F)F
    0.0 | i | i | i | i | i | i | i | i | -1 | i
CC(c1ccccc1)N1CC(C(=O)NC2CCCC2)CC1=O (configuration not stated)
    -0.3 | i | i | i | i | i | i | i | i | 3 | i
O=C(COc1ccccc1Cc1ccccc1)NCCCN1CCOCC1
    1.3 | i | i | i | i | i | i | i | i | -2 | i
O=C(CSc1nnc(NC(=O)C2CCC2)s1)Nc1ccccc1F
    0.4 | i | i | i | i | i | i | i | i | 15 | i
Cc1cc(C)c(C#N)c(SCC(=O)c2cc(C)n(CCc3ccccc3)c2C)n1
    -60 | i | i | i | i | i | i | i | i | 3 | i
Cc1cnc(C(=O)OCC(=O)NC(C)C)cn1
    -0.5 | i | i | i | i | i | i | i | i | 31 | i
C[n+]1c(-c2ccccc2)sc([S-])c1-c1ccccc1
    -0.6 | i | i | i | i | i | i | i | i | 24 | i
Cc1ccc(Nc2nnc(SCC(=O)Nc3cc(C(=O)O)ccc3C)s2)c(C)c1
    0.0 | i | i | i | i | i | i | i | i | 20 | i
CCc1cccc(C)c1NC(=O)c1ccc2nc(N3CCOCC3)sc2c1
    0.3 | i | i | i | i | i | i | i | i | 18 | i
Cc1cc(C)cc(N(CC(=O)NC2CCCC2)C(=O)CCC(=O)Nc2cc(C)on2)c1
    0.1 | i | i | i | i | i | i | i | i | -2 | i
COC(=O)c1ccc2c(c1)sc(=NC(=O)CCS(=O)(=O)c1ccccc1)n2C
    -0.8 | i | i | i | i | i | i | i | i | 23 | i
O=c1c2ccccc2nc(-c2cccs2)n1-c1ccc2ccccc2c1
    0.0 | i | i | i | i | i | i | i | i | 32 | i
Fc1ccccc1COc1ccc(Br)cc1CNCc1ccncc1
    -0.9 | i | i | . | i | i | i | i | i | 9 | i
Cc1cc(C)nc(SCCCn2c(=O)[nH]c3ccccc32)n1
    -0.3 | i | i | i | i | i | i | i | i | 0 | i
Cc1cccc(C2c3[nH]c4ccccc4c3CCN2C(=O)c2cc(CC(C)C)[nH]c(=O)n2)n1 (configuration not stated)
    0.5 | i | i | i | i | i | i | i | i | 17 | i
COc1cc(-c2nnc(COC(=O)CSc3cc(C)c4ccccc4n3)o2)cc(OC)c1OC
    -0.5 | i | i | i | i | i | i | i | i | 40 | i
Cc1ccc(S(=O)(=O)N2CCN(C(=O)CSc3nnc(-c4ccco4)o3)CC2)cc1
    -0.8 | i | i | i | i | i | i | i | i | 35 | i
O=C(Nc1cccc(NC(=O)c2cccc([N+](=O)[O-])c2)n1)c1cccc([N+](=O)[O-])c1
    -19 | i | i | i | i | i | i | i | i | 15 | i
COc1ccc(N2CCN(C(=O)CCNS(=O)(=O)c3ccc(C)cc3)CC2)cc1
    0.1 | i | i | i | i | i | i | i | i | 21 | i
NS(=O)(=O)c1ccc(CNC(=O)c2ccc(Br)o2)cc1
    0.1 | i | i | i | i | i | i | i | i | 14 | i

Following part:
Every second line gives: HIF act | TRPC6 act | TRPC4 potent | PolyA inhibitor | TRPC4 block | MrgX1 agonist | MrgX1 PAM | TRPC4 agonist | MrgX1 antagonist | AI-2 QS mod | TRPC6 inh
COc1ccccc1-c1nc(C#N)c(N2CC(C)CC(C)C2)o1 (configuration not stated)
    -0.1 | i | i | i | i | i | i | i | i | 6 | i
O=C(CCN1C(=O)S/C(=C\c2cccs2)C1=O)Nc1nccs1
    -0.4 | i | i | i | i | i | i | i | i | 30 | i
COc1ccc(S(=O)(=O)N2CCCCC2)cc1N(C)S(=O)(=O)c1ccccc1
    -0.1 | i | i | i | i | i | i | i | i | 10 | i
CC(=O)N(CC(=O)O)c1ccccc1
    -0.1 | i | i | i | i | i | i | i | i | 11 | i
